From PubChem BioAssay
PfG6PD inh = PfG6PD (Plasmodium falciparum) enzyme inhibition; actives 0.78% (n = 350,000); PfGluPho enzyme, NADPH resazurin-diaphorase fluorescence; inhibition, % at 20 µM;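 active means inhibition reaching at least a set limit at 20 µM in the primary screen, cut at about 59% in these data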;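 further: 0% = DMSO wells with substrate and 100% = DMSO wells lacking glucose-6-phosphate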
ATG4B inhibitor = blocks human ATG4B protease cleavage of LC3 substrate. ATG4B cleavage of LC3-PLA2, NBD-HPC fluorescence, 1 h. inhibition, % at 8.33 µM. actives 0.51% (n = 340,000). AID 504462; in the data active means inhibition above about 40%
Target sequence (Q9Y4P1 whole entry, looked up): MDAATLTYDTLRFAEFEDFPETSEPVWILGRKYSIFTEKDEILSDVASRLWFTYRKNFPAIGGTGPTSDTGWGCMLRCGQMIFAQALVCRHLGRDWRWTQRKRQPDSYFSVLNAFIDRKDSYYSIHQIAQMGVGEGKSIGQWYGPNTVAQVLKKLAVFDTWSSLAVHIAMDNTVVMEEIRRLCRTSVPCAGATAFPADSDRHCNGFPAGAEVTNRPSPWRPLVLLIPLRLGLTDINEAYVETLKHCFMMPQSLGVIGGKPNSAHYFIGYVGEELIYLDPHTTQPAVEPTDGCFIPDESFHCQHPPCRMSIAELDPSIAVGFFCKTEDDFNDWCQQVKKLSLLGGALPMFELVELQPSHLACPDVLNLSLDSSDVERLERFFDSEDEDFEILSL
MPTP block = permeability transition pore inhibition; isolated mouse mitochondria, Ca2+ swelling absorbance, 30 min; inhibition, % at 10 µM; actives 1.4% (n = 360,000);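 active means inhibition of 50% or more, scaled per plate between neutral and stimulator controls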;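 further: 0% = DMSO wells given calcium and 100% = 1 mM EGTA wells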
SENP1 inh = SENP1 (human) catalytic domain inhibition. actives 0.21% (n = 360,000). Q9P0U3. recombinant SENP1 catalytic domain, CyPet-SUMO1-YPet FRET cleavage. AID 624204. inhibition, % at 10 µM;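 active means inhibition at least 30% at 10 µM, raw YFP signal under a set limit, fluorescence ratio 0.5 to 1.5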;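 further: 0% = enzyme with DMSO and 100% = no enzyme wells; some results filed as inactive read as strong as hits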
Target sequence (Q9P0U3 419-644 limits assumed): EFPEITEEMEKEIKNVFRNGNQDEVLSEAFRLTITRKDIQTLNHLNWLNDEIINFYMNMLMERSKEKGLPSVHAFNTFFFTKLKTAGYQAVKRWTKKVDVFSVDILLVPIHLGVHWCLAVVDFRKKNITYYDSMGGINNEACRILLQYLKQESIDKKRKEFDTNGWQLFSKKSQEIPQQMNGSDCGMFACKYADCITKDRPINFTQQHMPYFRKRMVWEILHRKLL
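Test system: human SENP1 catalytic domain; medium: Tris pH 8 buffer plus EDTA, NaCl, BME, BSA, NP40, catalase; incubation: 50 min reaction at room temperature; technique: FRET, CFP and YFP emission; controls: no-enzyme low control and enzyme-plus-DMSO high control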
hIAP activ = increases human intestinal alkaline phosphatase activity; actives 0.16% (n = 330,000); AID 2524; purified human IAP, CDP-Star luminescence, 30 min; hits give high values; 1 = vehicle-only enzyme, 0 = enzyme-free background; P09923; activation factor at 10 µM;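 active means activation factor of the enzyme at least 2-fold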; further: the source names both 10 and 20 µM as test concentration; values of inactives mirror those of a sister screen read the other way
SENP8 block = SENP8 (human) protease inhibition; recombinant SENP8, Nedd8 substrate fluorescence; inhibition, % at 20 µM; actives 0.64% (n = 360,000); AID 602440; in the data active means inhibition mostly above about 40%, no sharp cut-off; inactive means mostly below about 27%
Target sequence (Q96LD8 whole entry, looked up): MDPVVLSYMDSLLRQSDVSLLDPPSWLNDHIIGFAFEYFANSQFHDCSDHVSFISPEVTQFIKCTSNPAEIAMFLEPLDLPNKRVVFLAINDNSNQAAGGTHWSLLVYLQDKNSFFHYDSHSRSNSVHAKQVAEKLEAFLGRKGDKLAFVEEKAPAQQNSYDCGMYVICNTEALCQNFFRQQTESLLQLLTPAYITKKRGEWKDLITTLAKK
SENP6 block = inhibitors of human SENP6 protease; Q9GZR1; Recombinant SENP6 catalytic domain, aminoluciferin luminescence; inhibition, % at 10 µM; actives 1.8% (n = 330,000); AID 2599;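 active means inhibition above about 50% at the single tested dose, limit read from the data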;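 further: plate controls were DMSO wells with enzyme for no effect and DMSO wells lacking enzyme for full effect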
GRIN3A LBD mod = NR3A (human) ligand-binding domain modulation; Tm shift relative to glycine control, % at 25 µM; AID 1259313; NR3A LBD differential scanning fluorimetry, Tm shift; 0% = protein alone, 100% = glycine-bound protein; actives 2.5% (n = 340,000);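 active means melting temperature shift of at least 10% of the positive control shift, at one fixed dose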
Starred values were filed as active, the others as inactive; x = not tested or not shown.

SMILES | PfG6PD inh | ATG4B inhibitor | MPTP block | SENP1 inh | hIAP activ | SENP8 block | SENP6 block | GRIN3A LBD mod
CC(C)c1nnc(NC(=O)CCC(=O)N2CCN(Cc3ccc(F)cc3)CC2)s1 | -5.3 | 3.3 | -0.3 | 3.6 | 0.971 | 12.5 | -11.1 | -0.2
O=C(Cn1cnc2ccccc2c1=O)NCCC(=O)Nc1ccc2c(c1)OCO2 | 6.6 | -10.7 | 0.4 | 1.9 | 1.08 | 14.4 | 9.9 | -1.2
CCOc1ccc(C(=O)NCC2(c3ccccc3)CCOCC2)cc1 | -10.9 | -7.8 | -1.6 | -0.2 | 1.15 | 22.4 | 1.9 | 0.1
CC(=O)NC(Cc1ccccc1)C(=O)NC1CCN(c2ncccc2[N+](=O)[O-])CC1 (configuration not stated) | -0.4 | -2.8 | 2.3 | -0.2 | 0.903 | 14.8 | 1.1 | 0.0
O=C(Cc1ccc(F)cc1)N[C@@H]1c2ccccc2CC[C@H]1OCc1ccccc1 | 2.0 | 9.6 | 0.2 | 3.2 | x | 10.4 | x | -0.7
COC(=O)[C@]1(Cc2ccccc2)N[C@H](CN(C)C(=O)Nc2ccccc2)[C@@H]2C(=O)N(C)C(=O)[C@@H]21 | 9.8 | -4.2 | -1.2 | 3.5 | 1.04 | 2.6 | 7.5 | 2.1
COc1cc(/C=N/N=C2/NC(=O)C(CC(=O)O)S2)ccc1OCc1cccc(Cl)c1 (configuration not stated) | -12.0 | 4.1 | -0.8 | 1.2 | 1 | 0.8 | 7.0 | 0.7
Cc1onc(-c2ccccc2Cl)c1C(=O)NCc1nc(-c2ccc(C(F)(F)F)cc2)no1 | 16.9 | -2.1 | 26.1 | 0.3 | 1.14 | 3.7 | -7.6 | -8.6
CCOc1ccc(-n2c(SCC(=O)Nc3cc(C)on3)nc3c(c2=O)SCC3)cc1 | 3.4 | -5.4 | -1.1 | 1.2 | 0.968 | 20.4 | -21.5 | -0.6
CCN(CC(=O)Nc1c(F)cccc1F)C(=O)c1ccc(S(=O)(=O)N2CCCCCC2)cc1 | -6.6 | -1.8 | -2.5 | 0.1 | 1 | 3.9 | 1.2 | -0.3
Cc1noc(C)c1S(=O)(=O)N(C)C[C@@H]1OCc2cn(nn2)CCCC(=O)N([C@@H](C)CO)C[C@H]1C | 9.9 | x | -1.6 | 1.3 | x | 10.6 | x | x
COc1ccccc1N1CC(C(=O)Nc2nnc(SCC(=O)N3CCCC3)s2)CC1=O (configuration not stated) | 2.5 | 5.5 | -0.6 | 1.8 | 1.05 | 7.4 | 14.7 | 0.2
CCOc1ccc2c(c1)OC(c1ccc(OC)cc1)(C(F)(F)F)NC2=O (configuration not stated) | 17.0 | 1.0 | 1.3 | 2.8 | 1.13 | 12.4 | -0.4 | 10.0
Cc1nn2c3ccccc3nc2c2ccccc12 | 9.3 | -15.0 | 0.5 | 2.0 | 0.829 | -328.7 | -2.0 | 1.2
NC(=O)CNC(=O)c1ccc(Cl)cc1 | -4.0 | 1.6 | 0.1 | -1.5 | 1.15 | 3.8 | -23.0 | -0.5
COc1ccc(C(=O)N2CCC(C(=O)Nc3ccc(OC)c(OC)c3)CC2)cc1 | -12.2 | 0.5 | 1.2 | 0.3 | 1.18 | 20.9 | 8.7 | -1.7
COc1ccc2c(C)cc(SCC(=O)Nc3ccc(Cl)cn3)nc2c1 | -4.9 | -4.1 | 3.3 | -26.9 | x | -39.1 | x | -6.0
CCc1nc2scc(-c3ccccc3)c2c(=O)n1N | 10.9 | -9.5 | -1.5 | 0.1 | 0.85 | 19.1 | 7.4 | -0.6
CC(=O)Nc1c(C)ccc(CNC(=O)COc2cc(C)ccc2C)c1C | -0.8 | -8.2 | 0.0 | 1.3 | 0.841 | 9.7 | -6.4 | 1.9
CCOc1ccc(N(CC(=O)NCC2CCCO2)C(=O)CCC(=O)Nc2ccccn2)cc1 (configuration not stated) | 2.3 | -10.1 | 2.3 | 0.3 | 1.07 | 15.2 | -2.9 | 3.9
CCOC(=O)c1cnn(-c2ncnc3sc(CC)cc23)c1N | 1.7 | -9.7 | -0.8 | 1.8 | 1.1 | 35.1 | -17.0 | 3.2
COc1ccc(-c2noc(CCC(=O)NCc3cc(Br)ccc3OC)n2)cc1 | 0.9 | 26.6 | 0.0 | 3.4 | 0.89 | 11.3 | 1.5 | -5.5
COc1cccc(/C=N/NC(=O)c2c(C)nc3ccc(Cl)cn23)c1OC | -14.8 | -6.1 | -0.1 | 1.0 | 1.07 | -68.4 | -8.8 | 1.1
COc1ccc(S(=O)(=O)N(C)CC(=O)NCc2cccnc2)cc1 | -22.8 | -14.8 | -2.1 | 4.1 | 0.828 | 6.4 | 1.7 | -1.5
CCn1c(SCC(=O)Nc2cc(C)on2)nnc1-c1ccco1 | -8.2 | -2.5 | 20.0 | -1.7 | 0.981 | 10.8 | -9.7 | -3.6
COCCCNC(=O)/C(C#N)=C/c1ccc(F)cc1 | -0.1 | -0.8 | 0.8 | -0.3 | 0.999 | 9.3 | 19.7 | 2.1
Cc1ccc(-c2nnn3c2nc(Cl)c2ccccc23)cc1 | 19.5 | -4.7 | 2.3 | -33.4 | x | -308.7 | x | -0.8
C=CCN(c1ccccc1)S(=O)(=O)c1ccc2[nH]cc(C(=O)NCCOC)c(=O)c2c1 | 5.7 | -7.4 | 0.5 | 2.7 | 0.993 | -86.2 | 9.0 | 8.4
COc1ccc(N2CCN(C(=O)CCS(=O)(=O)c3ccc(C)cc3)CC2)cc1 | 16.9 | -6.3 | 0.0 | 2.8 | 1.01 | 1.4 | -1.6 | -0.3
COc1ccc(-n2c(O)c(/C=N/NS(=O)(=O)c3ccc(C)cc3)c3ccccc3c2=O)cc1OC | 20.8 | 0.4 | -0.3 | -26.6 | 1.01 | -150.3 | 6.8 | 2.2

Complete entries as entered above. Values in the order: PfG6PD inh, ATG4B inhibitor, MPTP block, SENP1 inh, hIAP activ, SENP8 block, SENP6 block, GRIN3A LBD mod
C=CCN(c1ccccc1)S(=O)(=O)c1ccc2[nH]cc(C(=O)NCCOC)c(=O)c2c1 across the screens: 5.7, -7.4, 0.5, 2.7, 0.993, -86.2, 9.0, 8.4
O=C(Cc1ccc(F)cc1)N[C@@H]1c2ccccc2CC[C@H]1OCc1ccccc1 across the screens: 2.0, 9.6, 0.2, 3.2, x, 10.4, x, -0.7
NC(=O)CNC(=O)c1ccc(Cl)cc1 across the screens: -4.0, 1.6, 0.1, -1.5, 1.15, 3.8, -23.0, -0.5

(further entries)
SMILES | PfG6PD inh | ATG4B inhibitor | MPTP block | SENP1 inh | hIAP activ | SENP8 block | SENP6 block | GRIN3A LBD mod
C/C(=N\O)c1ncc(C(F)(F)F)cc1Cl | -5.3 | 5.8 | 0.1 | 2.3 | 1.13 | 5.8 | -20.4 | -3.2
O=C(NC1CCCCC1)c1cc2c(cc1Cl)N1CCCCCC1=NS2(=O)=O | -1.8 | -8.5 | -2.4 | 0.3 | 0.786 | -2.3 | 2.4 | 0.4
Cc1ccc(C)c(OCCC(=O)OCC(=O)N2CCN(c3ccccc3)CC2)c1 | -11.6 | 0.8 | -0.6 | 0.8 | 1.08 | 4.3 | -12.7 | 0.5
COC(=O)C1=C(C)NC(=O)C1(NC(=O)CN1CCCC1=O)C(F)(F)F (configuration not stated) | -0.2 | -4.0 | -1.0 | 2.7 | 0.978 | 20.5 | -4.2 | 1.8
Cn1c(NCc2c(O)ccc3ccccc23)nc2ccccc21 | 28.9 | -18.5 | 50.7* | -26.2 | 0.931 | -78.4 | -1.3 | 13.8*
CC(=O)Nc1ccccc1NC(=O)C/C(C)=N/NC(=O)c1ccc([N+](=O)[O-])c(Cl)c1 | -13.6 | 9.2 | -1.3 | 0.0 | 1.1 | 40.2* | -4.2 | 0.9
COC(=O)c1ccc(COc2ccccc2/C=C/C(=O)c2ccc(OCC(=O)O)cc2)cc1 | -24.2 | 6.5 | -1.1 | -0.3 | 0.954 | 16.7 | 55.4* | -4.3
O=C(CCN1CCN(c2ccccc2F)CC1)Nc1ccc(F)cc1 | -4.4 | 1.6 | -0.1 | 1.6 | 0.906 | 5.9 | 8.1 | -1.6
c1ccc(Cn2c(Nn3cnnc3)nc3ccccc32)cc1 | 0.3 | -14.6 | 0.2 | 0.1 | 0.831 | 2.6 | -16.1 | -1.3
Nc1ccc2c(c1)OC1(CCCCC1)O2 | 50.6 | -4.6 | 2.1 | -5.8 | x | 13.4 | x | -0.6
COc1ccc(-c2cc(C)no2)cc1S(=O)(=O)NCCCN(C)Cc1ccccc1 | 5.8 | -14.3 | -0.9 | -3.3 | 1 | 3.3 | 4.3 | -0.7
Cc1nc(N2CCCCC2)nc(N2CCCCC2)c1C=O | -32.2 | 9.3 | -2.8 | -17.7 | 1.02 | -19.8 | -13.3 | 0.8
O=C(Cn1nnc(-c2ccccc2)n1)N/N=C/c1cccc([N+](=O)[O-])c1O | -43.9 | -3.9 | -1.1 | 4.7 | 1.18 | 27.2* | -7.3 | 0.9
CC1C2C(C)N(C)C(=O)N(C)C2N(C)C(=O)N1C (configuration not stated) | -4.1 | 3.4 | -0.8 | -95.7 | 0.917 | 10.6 | 1.7 | 1.9
CC1=C(C(N)=O)C(c2ccc(F)cc2)n2nc(CCCO)nc2N1 (configuration not stated) | 9.1 | -1.4 | -1.0 | 0.1 | 1.12 | 8.5 | -14.0 | 0.0
N#CCc1nc(C(c2ccccc2)c2ccccc2)no1 | 20.8 | -2.4 | -0.9 | -61.8 | 0.968 | -2.3 | -4.5 | -2.7
Cc1ccc(S(=O)(=O)Cc2ccc(C(=O)O)o2)cc1 | -11.1 | 4.8 | 0.0 | -0.3 | 0.973 | 6.4 | -6.0 | -0.8
CCCCCN(C(=O)NC(=O)NC(C)CC)S(C)(=O)=O (configuration not stated) | -7.9 | -5.8 | -1.1 | 3.0 | 0.875 | 10.9 | 7.0 | -0.6
CN1C(=S)SC(/[N+]([O-])=C/c2c(F)cccc2Cl)C1(C)C (configuration not stated) | -2.6 | -3.6 | 0.2 | -0.1 | 1.23 | 13.7 | -7.1 | -1.7
COc1cc(OC)cc(-c2nnc(SCc3c(F)cccc3Cl)o2)c1 | 10.9 | 58.8* | 4.6 | 1.0 | 0.915 | 1.7 | -39.7 | 0.1
C#CCOCCOCCOCCNc1nc(N2CCN(C(=O)CCCCCCCCCCNC(=O)[C@H]([C@@H](C)CC)n3cc(CCCCN=C(N)N)nn3)CC2)nc(N2CCN(C(=O)CCCCCCCCCCNC(=O)[C@H](CCCCN)n3cc(C)nn3)CC2)n1 | 72.1* | 56.9* | x | x | 1.08 | x | -58.0 | 3.1
COc1ccc(-c2c(C)oc3cc(O)cc(O)c3c2=O)cc1OC | -14.0 | -9.6 | 0.7 | -47.9 | 0.983 | 7.3 | -5.2 | 0.0
CC(C)CC(=O)O/N=C1\C(=O)N(c2ccccc2)c2ccccc21 | -7.9 | -6.8 | -0.1 | 2.2 | 1.05 | 22.8 | -1.4 | -3.1
NS(=O)(=O)c1cc(C(=O)OCC(=O)Nc2ccccc2[N+](=O)[O-])ccc1Cl | 6.9 | -12.8 | -2.3 | 0.5 | 1.02 | 23.2 | -9.0 | 0.3
CC(=O)Nc1cccc(NC(=O)Cc2nc(-c3ccccc3)sc2-c2ccc(C)cc2)c1 | 8.7 | -10.5 | 3.0 | -3.2 | 0.956 | -1.3 | 2.2 | 4.7
Cc1ccc(N2CCN(/N=C/c3cccnc3)CC2)cc1 | -17.2 | 12.6 | 0.4 | 0.1 | 0.979 | 11.2 | 15.7 | -2.2
Cn1cc(S(=O)(=O)Nc2ccc(Br)cc2F)c(=O)n(C)c1=O | -20.0 | -1.7 | 0.3 | -1.9 | 0.974 | 4.9 | -13.9 | 1.7
S=C(NCCC(c1ccccc1)c1ccccc1)Nc1ccccc1Cl | -8.5 | 35.3 | 3.8 | 1.7 | 0.942 | 2.2 | -20.2 | -2.6
COc1c(C(=O)Nc2c(C)n(C)n(-c3ccccc3)c2=O)ccc2ccccc12 | -5.7 | -4.0 | 0.6 | 1.6 | 1 | 16.4 | -16.4 | -1.4
